Mm-Cpn inhibitor = Inhibitors of TCP-1 ring complex (TRiC) of Methanococcus maripaludis (MmCpn): qHTS. AID 504842, 2011. Potency, µM (highest dose often 76.9 µM), for the others: at the highest dose activity, negative = inhibition, actives largely listed as inhibitors. Chaperonin Mm-Cpn (Methanococcus maripaludis). purified Mm-Cpn ATPase, ADP Transcreener TR-FRET. 0.031% of 330,000 active; also: potency is read from the fitted curve at half-maximal effect; % is scaled to controls: 0 for no effect and ±100 for the full control effect; nearly all actives have a fitted effect of over 80% in size
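ATPase turnover read by TR-FRET ADP competition (Eu cryptate antibody/ADP-d2, 665/590 nm): 10uM ATP final, 25nM Mm-CPN final, 30 min 37degC after 10-min compound preincubation, pH 7.4 Tris/KCl/MgCl2/DTT buffer.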
A549 tox = Nrf2 qHTS screen for inhibitors: counterscreen for cytotoxicity; AID 504648, 2011; 0.16% of 390,000 active; Potency, µM (highest dose often 46 µM), inactives show at the top dose activity change, negative = cytotoxicity, most hits filed as inhibitors; A549 ARE-Fluc cells, CellTiter-Fluor viability, 18-24 h; also: potency is read from the fitted curve at half-maximal effect; % is scaled to controls: 0 for no effect and ±100 for the full control effect
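A549 ARE-Fluc cells in 5% FBS OPTI-MEM, 5000 cells/well, rested 2 h then exposed to compounds in concentration-response for 18-24 h at 37 °C. Viability by CellTiter-Fluor fluorescence (Ex 405/Em 525) after 30 min; luciferase luminescence (BugLite, 15 min, RT) read afterwards.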
Nrf2 activator = qHTS of Nrf2 Activators. AREc32 ARE-luciferase reporter (MCF7-derived line), luminescence, 24 h. 0.31% of 410,000 active. Potency, µM (doses to about 46.1 µM), inactives show top-dose activation, usual class: activators. AID 624171, 2012; also: potency is read from the fitted curve at half-maximal effect; % of control where 0% means no effect; nearly all actives have a fitted effect of over 65% in size
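Reporter line AREc32 (ARE-Fluc), seeded overnight in OPTI-MEM with 5% FBS; compound pin-transferred, 24 hr at 37 deg C, 5% CO2; luminescent read-out.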
Abeta yeast res = qHTS for compounds that reverse cellular toxicity of Amyloid beta (A-beta) peptide in yeast: Primary Screen; yeast expressing A-beta42, growth rescue, OD600, 48 h; response scale: 0% DMSO, 100% iron-clioquinol control; Potency, µM (series often up to 46.1 µM), without a hit: at the top dose growth rescue, actives largely listed as activators; 0.063% of 410,000 active; also: potency is read from the fitted curve at half-maximal effect; nearly all actives have a fitted effect of over 55% in size
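Yeast growth medium received pinned compounds, then yeast cells expressing toxic A-beta were added; plates incubated at 30 C for 48 hr. Growth read as absorbance at 600 nm, normalized to DMSO and equimolar FeCl3 plus clioquinol controls.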
Akt phos inh = HTS Assay for Inhibitors of Akt Phophorylation: Primary Screen; Neuro2A IGF-stimulated pAkt S473 HTRF, 20 min; hits give low values; activity change, % for hits at 50 µM; 0.32% of 360,000 active; AID 651550, 2012; in the data active = activity change below about -80%; inconclusive = mostly about -51% to -80%; also: % is scaled to controls: 0 for no effect and ±100 for the full control effect
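Neuro2A cells (4,500/well, DMEM with 0.5% FBS) were treated with compound at a single 50 µM final concentration, stimulated with 6 nM IGF for 20 min at 37 °C, and lysed. Phospho-Akt Ser473 was read by HTRF as 665/615 ratio ×10^4.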
TGFb SMAD3 inh = qHTS for Inhibitors of TGF-b. HepG2 CAGA-GFP TGF-b/SMAD3 reporter, GFP fluorescence, 18 h; TGF-beta stimulated, 500 pg/mL final. Potency, µM (doses to about 46.1 µM), without a hit: top-dose activity, negative = inhibition, usual class: inhibitors. 1.2% of 410,000 active. AID 588855, 2011; also: potency is read from the fitted curve at half-maximal effect; % is scaled to controls: 0 for no effect and ±100 for the full control effect; nearly all actives have a fitted effect of over 65% in size
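Inhibition was scored as loss of TGF-beta-induced (500 pg/mL final, 18 hours, 37 degrees C) GFP in HEPG2 cells carrying a CAGA-GFP reporter, in DMEM with 1% FBS. Well GFP was summed per cell; Activity was normalised to unstimulated and stimulated DMSO wells, then concentration-response fitting.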
Nrf2 block = Nrf2 qHTS screen for inhibitors. Potency, µM (highest dose often 46 µM), inactives show at the highest dose activity change, negative = inhibition, usual class: inhibitors. 2.1% of 360,000 active. A549 ARE-Fluc reporter, luciferase luminescence, 18-24 h; also: potency is read from the fitted curve at half-maximal effect; % is scaled to controls: 0 for no effect and ±100 for the full control effect; nearly all actives have a fitted effect of over 60% in size
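A549 ARE_Fluc cells (5000/well, 5% FBS OPTI-MEM) pre-incubated 2 h, then treated with compounds 18-24 h at 37C/5% CO2 in concentration-response. CellTiter-Fluor viability read first; BugLite luciferase luminescence after 15 min at room temperature gives Nrf2 activity.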
CCT modulator = High-Throughput Screening for Modulators of Cytosolic Chaperonin Activity; activity change, % (test concentration not listed), hits read low; 0.3% of 360,000 active; purified chaperonin ATPase assay, HTRF ADP detection, 30 min; AID 651819, 2012; in the data active = activity change below about -30%; also: % is scaled to controls: 0 for no effect and ±100 for the full control effect
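TRiC at 40 or 20 nM final (batch-dependent) in 30 mM Tris pH 7.4, 100 mM KCl, 5 mM MgCl2, 1 mM DTT, with compound at single 76 uM and 10 uM ATP, 30 min at 37 deg C. ADP detected by HTRF Transcreener, 665/615 ratio.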
HepG2 viability = qHTS for Inhibitors of TGF-b: Cytotox Counterscreen; AID 588856, 2011; Potency, µM (highest dose often 46.1 µM), for inactives: at the top dose activity change, negative = cytotoxicity, actives largely listed as cytotoxic; HepG2 CAGA-GFP viability, ATP luminescence, 18 h; 0.76% of 410,000 active; also: potency is read from the fitted curve at half-maximal effect; some results filed as inactive show a strong effect at the top dose
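CellTiter-Glo luminescence gave cytotoxicity after 18 hours at 37 degrees C. The cells were HepG2 CAGA-GFP in 1% FBS DMEM, stimulated with 500 pg/mL TGF-beta after compound addition. %Activity was normalised to no-cell wells (complete cell-killing) and DMSO (no toxicity), and curves were fitted and classified.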
Numbers without * were called inactive; i = inactive; ? = inconclusive; . = no result given; [ ] = dose if it differs, or a comment. Unless noted, calls follow the shape of the dose curve; as a rule, active = well fitted curve in the direction sought with a large enough effect; inconclusive = small, poorly fitted or top-dose-only effect, or another doubt; inactive = no such curve, though single readings can be large; an effect the other way counts as inactive or inconclusive.

SMILES | Mm-Cpn inhibitor | A549 tox | Nrf2 activator | Abeta yeast res | Akt phos inh | TGFb SMAD3 inh | Nrf2 block | CCT modulator | HepG2 viability
O=C1Nc2ccccc2C12OCC1(CO2)COC2(OC1)C(=O)Nc1ccccc12 (stereo unspecified) | 2% | -8% | -0.6% | 27% | i | -3% | ? | -2.5 | -1%
CC(C)Cn1c(-c2nn(C)cc2Cl)n[nH]c1=S | 0% | 3% | -0.6% | 0% | . | -3% | 11% | 0.7 | 1%
O=c1c2ccccc2nc(-c2ccccc2)n1CCN1CCOCC1 | 2% | -14% | 3.0% | 20% | i | 4% | -20% | 0.8 | -2%
CCN(CC)C1CCN(C(=O)c2cc(COc3ccc(-n4cncn4)cc3)on2)C1 (stereo unspecified) | 2% | 11% | 0.5% | 10% | i | -4% | 19% | -8.6 | 14%
NNc1nc(N)c2c(n1)-c1ccccc1CC21CCCC1 | -5% | -1% | -0.9% | -11% | i | -23% | ? | -6.4 | -21%
CC(Sc1nc(C(C)(C)C)cc(-c2ccccc2)c1C#N)C(=O)Nc1ccccc1 (stereo unspecified) | -5% | 5% | 0.3% | 9% | i | ? | -29% | -5.9 | -26%
O=c1sc2ccccc2n1COc1ccc(Cl)cc1 | 1% | 14% | 6.2% | -12% | i | ? | 22% | -0.9 | -26%
Cc1nnc(SC(C)C(=O)Nc2ccc(Cl)cc2Cl)[nH]c1=O (stereo unspecified) | 2% | 2% | -0.6% | -3% | i | 1% | -11% | -3.7 | -17%
N#Cc1ccc(S(=O)(=O)NC2CCN(Cc3ccccc3)CC2)cc1 | -3% | -1% | -0.6% | 2% | i | -6% | -14% | -0.7 | -16%
Cc1c(CC(=O)NCC(=O)O)c(=O)oc2cc3occ(-c4ccccc4)c3cc12 | 4% | 23% | 0.1% | -7% | i | -5% | 0% | -2.3 | -10%
COc1ccc(CN2CC(C(=O)NCCCN3CCN(Cc4ccccc4)CC3)CC2=O)cc1 (stereo unspecified) | 1% | -9% | 0.2% | -1% | i | 5% | -13% | 0.4 | -2%
CCOC(=O)CCCNC(=O)COC(=O)c1cc(Br)c(Br)s1 | 1% | 12% | ? | 5% | i | 9% | 18% | -2.3 | -9%
CCN(CCS(=O)(=O)c1ccc(Cl)cc1)C(=O)Nc1ccc(Cl)cc1 | 3% | -4% | 0.7% | 9% | i | -28% | -6% | -1.1 | 1%
CC(=O)Nc1sc(C)c(C)c1C(=O)OCC(=O)N(C)C1CCS(=O)(=O)C1 (stereo unspecified) | -1% | 0% | 0.2% | -5% | i | 1% | 7% | -4.4 | 7%
Cc1ccc(-c2ccc(C(=O)O)o2)cc1Cl | 1% | 1% | -0.3% | -21% | i | -19% | ? | -0.1 | -13%

Reprinted from the part before: 2 compounds; new compounds follow.
SMILES | Mm-Cpn inhibitor | A549 tox | Nrf2 activator | Abeta yeast res | Akt phos inh | TGFb SMAD3 inh | Nrf2 block | CCT modulator | HepG2 viability
CC(=O)Nc1sc(C)c(C)c1C(=O)OCC(=O)N(C)C1CCS(=O)(=O)C1 (stereo unspecified) | -1% | 0% | 0.2% | -5% | i | 1% | 7% | -4.4 | 7%
Cc1ccc(-c2ccc(C(=O)O)o2)cc1Cl | 1% | 1% | -0.3% | -21% | i | -19% | ? | -0.1 | -13%
Cc1nnc(SCC(=O)N2CCCC(N3CCN(c4ccc(F)cc4)CC3)C2)o1 (stereo unspecified) | -2% | 0% | -0.2% | -6% | i | 1% | 3% | -0.4 | 12%
Cc1cc(C)nc(SCCn2c(N3CCOCC3)nc3c2c(=O)[nH]c(=O)n3C)n1 | 2% | -2% | 0.1% | 4% | i | 2% | 3% | -0.2 | -9%
Cc1cccc(N2CCN(C(=O)Cn3ncc4c5ccccc5n(C)c4c3=O)CC2)c1C | . | 1% | -0.2% | 10% | . | 8% | -9% | . | -4%
CCOc1ccc(OCCC(=O)OCC(=O)c2c(N)n(C)c(=O)n(C)c2=O)cc1 | 2% | 1% | -0.7% | 5% | i | -9% | 7% | -0.9 | -17%
CSc1ccccc1C(=O)NC(C)c1ccc(-n2ccnc2)cc1 (stereo unspecified) | 0% | 1% | -0.8% | 4% | i | -4% | 2% | -4.4 | -6%
Cc1ccc(NC(=O)C(C)OC(=O)COc2cccc(C(F)(F)F)c2)cc1 (stereo unspecified) | -3% | 16% | -0.3% | -11% | i | 11% | -2% | 1.0 | -3%
N#Cc1ccc(Oc2nc(C(N)=O)cc(-c3ccccc3)n2)cc1 | -2% | 2% | 6.5% | -8% | i | 12% | ? | -0.1 | -9%
COc1ccc(N(CC(=O)NC2CCCC2)C(=O)Cn2nnc(-c3ccc(OC)c(OC)c3)n2)c(OC)c1 | 1% | 3% | 4.0% | -10% | i | 8% | -15% | -2.1 | 11%
COc1cccc(N2CC34C=CC(O3)C(C(=O)O)C4C2=O)c1 (stereo unspecified) | 0% | -2% | -0.5% | 5% | i | 4% | 6% | -2.4 | 3%
O=C(c1cccs1)N1C[C@@H](O)[C@H](n2cc(-c3ccc(F)cc3)nn2)C[C@@H]1c1ccc(Cl)cc1 | . | . | 0.3% | -2% | i | ? | . | -3.8 | 3%
C/C(=N\NC(=O)C(=O)Nc1ccc(C)c(Cl)c1)c1ccncc1 | -2% | -9% | -0.3% | -12% | i | -4% | -12% | -2.8 | -2%
COc1ccc([C@H]2CC(=O)C=C(c3ccc4c(c3)OCO4)C2)cc1 | -2% | -4% | 0.1% | 8% | i | 3% | 4% | 0.0 | -9%
COc1ccc(NC(C)C(=O)Nc2cc(C(F)(F)F)ccc2N2CCOCC2)c(OC)c1 (stereo unspecified) | -2% | -17% | -0.7% | 10% | i | ? | -18% | -2.6 | -12%
CCc1cccc(C)c1NC(=O)CCCn1nc(C)c2sc3ccccc3c2c1=O | . | 6% | 0.1% | 8% | . | 8% | ? | . | 0%
COc1ccc(NC(=S)NC2CCCC2)c(OC)c1 | -4% | 15% | 0.1% | 19% | i | ? | 1% | -2.1 | -12%
CCOc1ccc(OCC)c(NC(=O)CCS(=O)(=O)c2ccc(C)cc2)c1 | 1% | 0% | 0.3% | 0% | i | 0% | -17% | -0.3 | -23%
CC(=O)/C(=N\Nc1cccc(Cl)c1)Sc1cccc2cccnc12 | 1% | 2% | -0.2% | 2% | i | 15% | 1% | -1.0 | 25%
Cc1ccc(Cn2c(CN3CCC(C(=O)NCc4ccccc4C)CC3)cc3ccccc32)cc1 | . | -11% | 4.7% | 2% | . | 4% | . | . | -15%
Cc1sc2ncnc(N3CCC(C(=O)Nc4ccc(Cl)cc4Cl)CC3)c2c1C | -4% | -5% | -0.3% | 0% | i | ? | ? | 0.7 | -34%
C/C(=N\NC(=O)c1cccc([N+](=O)[O-])c1)c1ccco1 | -4% | -3% | 11% | -1% | i | 22% | 1% | -2.4 | -6%
CCOC(=O)c1c(NC(=O)c2cccs2)sc(C(=O)N(C)C)c1C | -1% | -1% | 0.7% | -18% | i | -2% | 0% | 0.7 | -1%
CCCSc1ncc(Cl)c(C(=O)Nc2ccc(S(=O)(=O)N3CCC(C)CC3)cc2)n1 | . | 12% | 2.3% | 3% | . | . | ? | . | -14%
COCCCNC(=O)Cn1cnc2sc(C)c(S(=O)(=O)N3CC(C)CC(C)C3)c2c1=O (stereo unspecified) | 1% | 1% | 0.3% | -11% | i | ? | -7% | -0.4 | -23%
O=C1NC(=O)C2C3OC(C(Br)C3Br)C12 (stereo unspecified) | . | . | -1.2% | -4% | i | -5% | . | 0.0 | -9%
Cc1ccc(N2CC(C)Cn3c2nc2c3c(=O)[nH]c(=O)n2C)cc1C (stereo unspecified) | -6% | -10% | 0.3% | -12% | i | -1% | ? | -2.0 | 4%
CC(O)(c1ccc(F)c(F)c1)c1nc(-c2ccc3ccccc3c2)cs1 (stereo unspecified) | . | . | -1.1% | -74%[inhibitor] | i | ? | . | 0.1 | -94%
CCCCCn1c(CNC(C)=O)nc2ccccc21 | 0% | 2% | -0.3% | 8% | i | 1% | 0% | -7.5 | 5%
CCN(CCCn1c(SCC#N)nc2ccccc2c1=O)c1ccccc1 | 0% | 1% | -0.6% | 11% | i | -7% | ? | -0.2 | -5%
O=C(Nc1cc(Cl)ccc1O)C1CC(c2ccccc2O)=NO1 (stereo unspecified) | 3% | 10% | 18% | 14% | i | ? | 0% | -3.4 | -33%
Cc1ccccc1NC(=S)N/N=C/c1ccc(O)cc1O | -1% | -6% | 2.2% | 9% | i | -21% | -19% | -1.7 | -4%
Cc1cc(NS(=O)(=O)c2ccc(NC(=S)NC(=O)c3ccncc3)cc2)no1 | 1% | 0% | -0.4% | 0% | i | -5% | 9% | -2.6 | -4%
Clc1nc(CN2CCOCC2)nc2sc3c(c12)CCC3 | -1% | -1% | ? | -2% | i | 15% | 5% | -0.7 | 0%

Assay outcomes deposited in PubChem by National Center for Advancing Translational Sciences (NCATS).

Compounds as they come. About 4.3% of those tested had a hit in this group.
